High-throughput results as filed in PubChem BioAssay.
dFosB act: enhances mouse delta FosB homodimer DNA binding; P13346; purified delta FosB, TAMRA-CDK5 oligo fluorescence polarization; percent of positive-control signal above neutral wells; activation, % at 25 µM; 340,000 compounds, 0.99% hits; AID 493131;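 active = mean activation above about 17%, with every replicate also reaching it, limit read from the data, passing the limit was not always enough; inconclusive = only one of the two conditions met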;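 also: fluorescence polarization rise as delta FosB binds a TAMRA Cdk5 AP-1 oligo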
CDK5 p35 inh: CDK5/p35 (human) kinase inhibition. Recombinant CDK5/p35, ADP-Glo luminescence, 60 min. 330,000 compounds, 0.01% hits. inhibition, % at 10 µM. AID 488839;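 active = highest replicate inhibition of at least 50% and at least 75% of replicates reaching 50%; inconclusive = only one of the two criteria met; inactive = both criteria failed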;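 also: plate controls were DMSO neutral control for no effect and GW8510 at 10 µM for full effect; many of its hits are not listed in these tables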
V-ATPase pH: alters yeast V-ATPase proton transport; S. cerevisiae, pHLuorin cytosolic pH fluorescence; response, % at 10 µM; 350,000 compounds, 0.37% hits; AID 504577; in the data active = response mostly above about 7.3%, no sharp cut-off; inactive = mostly below about 5.4%; also: actives read high; inactives centre near 0; some compounds called inactive have numbers as strong as hits; reference of the scale not given here
HTR5A ag ctr: HTR5A agonism, opioid heterodimer counter-screen; P47898; activation, % at 9.3 µM; HTR5A agonist assay, luminescence, cell-based; 340,000 compounds, 0.61% hits; in the data active = activation mostly above about 9.5%, no sharp cut-off; inactive = mostly below about 7.6%;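 also: 0% = cells with vehicle only and 100% = reference agonist; strong numbers were not always called active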
Wnt bcat act: Wnt/beta-catenin pathway activation; 300,000 compounds, 1.2% hits; activation, % at 9.35 µM; Wnt/beta-catenin reporter cell assay, activator, plate reader; AID 743398; in the data active = activation above about 30%, passing the limit was not always enough; inconclusive = no clear call, values can overlap the other calls;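 also: 0% = neutral control wells and 100% = positive control wells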
NSD2 inh: blocks human histone methyltransferase NSD2 | O96028 | NSD2 peptide methylation, AlphaScreen, 120 min | inhibition, % at 12.5 µM | 310,000 compounds, 0.54% hits | AID 743445; in the data active = inhibition above about 50%
Target sequence (O96028 whole entry, looked up): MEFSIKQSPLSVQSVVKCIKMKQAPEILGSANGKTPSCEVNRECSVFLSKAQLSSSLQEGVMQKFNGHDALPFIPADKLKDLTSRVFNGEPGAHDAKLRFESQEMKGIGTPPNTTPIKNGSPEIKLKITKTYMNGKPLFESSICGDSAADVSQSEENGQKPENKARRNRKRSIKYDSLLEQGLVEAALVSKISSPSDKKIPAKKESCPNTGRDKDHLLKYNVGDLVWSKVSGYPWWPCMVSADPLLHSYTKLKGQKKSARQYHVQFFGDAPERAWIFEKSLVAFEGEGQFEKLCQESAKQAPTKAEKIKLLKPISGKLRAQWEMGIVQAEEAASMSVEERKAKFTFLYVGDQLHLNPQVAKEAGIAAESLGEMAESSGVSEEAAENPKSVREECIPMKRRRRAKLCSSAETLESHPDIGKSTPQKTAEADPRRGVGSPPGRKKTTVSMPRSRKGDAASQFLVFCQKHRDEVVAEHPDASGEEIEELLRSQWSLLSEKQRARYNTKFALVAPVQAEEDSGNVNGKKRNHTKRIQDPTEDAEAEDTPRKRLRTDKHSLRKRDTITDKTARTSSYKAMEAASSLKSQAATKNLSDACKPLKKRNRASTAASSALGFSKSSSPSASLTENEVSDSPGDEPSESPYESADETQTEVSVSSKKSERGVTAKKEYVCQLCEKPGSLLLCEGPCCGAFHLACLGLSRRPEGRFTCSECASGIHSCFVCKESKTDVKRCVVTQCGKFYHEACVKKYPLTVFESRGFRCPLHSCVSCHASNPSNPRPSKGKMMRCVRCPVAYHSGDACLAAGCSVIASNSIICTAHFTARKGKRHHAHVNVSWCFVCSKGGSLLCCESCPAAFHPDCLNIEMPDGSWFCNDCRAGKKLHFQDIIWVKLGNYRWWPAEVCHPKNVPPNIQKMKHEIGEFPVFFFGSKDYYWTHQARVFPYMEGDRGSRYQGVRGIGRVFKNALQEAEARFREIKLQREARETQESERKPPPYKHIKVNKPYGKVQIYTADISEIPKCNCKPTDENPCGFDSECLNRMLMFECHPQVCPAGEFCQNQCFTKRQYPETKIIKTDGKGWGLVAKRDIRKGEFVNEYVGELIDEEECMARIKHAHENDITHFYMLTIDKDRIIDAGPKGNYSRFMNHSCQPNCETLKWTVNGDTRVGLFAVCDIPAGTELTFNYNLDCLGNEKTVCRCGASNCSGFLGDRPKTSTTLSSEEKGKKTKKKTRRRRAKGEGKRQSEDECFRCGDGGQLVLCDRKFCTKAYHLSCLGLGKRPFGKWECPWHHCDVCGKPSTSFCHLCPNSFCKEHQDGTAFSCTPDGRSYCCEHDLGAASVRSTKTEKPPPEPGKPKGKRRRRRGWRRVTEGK
PvdQ acylase: P. aeruginosa PvdQ acylase inhibition; purified PvdQ acylase, fluorescence plate reader; inhibition, % at 10 µM; 340,000 compounds, 0.063% hits; in the data active = inhibition above about 30%, passing the limit was not always enough; inconclusive = no clear call, values can overlap the other calls;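 also: 0% = vehicle neutral wells and 100% = reference inhibitor wells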
MITF TRPM1 HTS: increases MITF-driven TRPM1 promoter luciferase signal | 300,000 compounds, 0.75% hits | activation, % at 12.5 µM | SK-MEL-5 TRPM1-promoter luciferase, 24 h; % of positive control, neutral wells = 0 | AID 588334;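 active = mean activation of at least 80% with every replicate also reaching 80%; inconclusive = mean reaches 80% but some replicate falls short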;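 also: 0% = neutral control wells and 100% = parthenolide positive control wells; values of inactives mirror those of a sister screen read the other way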
SR-BI DiI inh: mouse SR-BI HDL lipid transfer inhibition; Q61009; ldlA[mSR-BI] CHO cells, DiI-HDL uptake fluorescence, 3 h; inhibition, % at 12.5 µM; 320,000 compounds, 0.96% hits;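 active = mean replicate inhibition of at least 70% and a set share of replicates each scoring 70 or more; inconclusive = meets just one of the two criteria; inactive = fails both criteria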;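 also: 0% = median of neutral control wells and 100% = median of positive control wells; values of inactives mirror those of a sister screen read the other way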
HTR5A inv ctr: inverse agonist of human HTR5A in OPRM1-OPRD1 counter-screen. P47898. HTR5A cell line, luminescence, inverse agonism. inhibition, % at 9.3 µM. 340,000 compounds, 0.083% hits; in the data active = inhibition mostly above about 23%, no sharp cut-off; inactive = mostly below about 18%;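 also: 0% = cells with DMSO and 100% = no-cell wells with DMSO; some compounds called inactive have numbers as strong as hits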
* hit, by the source's call.

Preview (2 entries):
Cc1ccc([N+](=O)[O-])c(-c2n[nH]c(=S)n2-c2cccc(Cl)c2)c1 was read as dFosB act -4, CDK5 p35 inh 2.0, V-ATPase pH -1, HTR5A ag ctr -4, Wnt bcat act -1, NSD2 inh 2, PvdQ acylase -11, MITF TRPM1 HTS 5, SR-BI DiI inh -4 and HTR5A inv ctr 9.
Screening O=C(COc1ccc2ccc(=O)oc2c1)N1CCc2ccccc21 returned dFosB act 2, CDK5 p35 inh 1.4, V-ATPase pH 2, HTR5A ag ctr -2, Wnt bcat act 8, NSD2 inh -1, PvdQ acylase -9, MITF TRPM1 HTS 62, SR-BI DiI inh 12 and HTR5A inv ctr -22.

All compounds of this part, previewed entries included:
Cc1ccc([N+](=O)[O-])c(-c2n[nH]c(=S)n2-c2cccc(Cl)c2)c1 was read as dFosB act -4, CDK5 p35 inh 2.0, V-ATPase pH -1, HTR5A ag ctr -4, Wnt bcat act -1, NSD2 inh 2, PvdQ acylase -11, MITF TRPM1 HTS 5, SR-BI DiI inh -4 and HTR5A inv ctr 9.
Screening O=C(COc1ccc2ccc(=O)oc2c1)N1CCc2ccccc21 returned dFosB act 2, CDK5 p35 inh 1.4, V-ATPase pH 2, HTR5A ag ctr -2, Wnt bcat act 8, NSD2 inh -1, PvdQ acylase -9, MITF TRPM1 HTS 62, SR-BI DiI inh 12 and HTR5A inv ctr -22.
For Cc1cc(C)cc(NS(=O)(=O)c2c(C(=O)N3CCCCCC3)c(C)n(C)c2C)c1 the results were dFosB act -7, CDK5 p35 inh 0.2, V-ATPase pH -1, HTR5A ag ctr 0, Wnt bcat act -2, NSD2 inh 1, PvdQ acylase -8, MITF TRPM1 HTS 5, SR-BI DiI inh -11 and HTR5A inv ctr -1.
For CCn1cc(/C=N/NS(=O)(=O)c2ccc(C)cc2)c(C)n1 the results were dFosB act 1, CDK5 p35 inh 0.2, V-ATPase pH 6, HTR5A ag ctr 3, Wnt bcat act -1, NSD2 inh 2, PvdQ acylase 0, MITF TRPM1 HTS -9, SR-BI DiI inh 14 and HTR5A inv ctr -7.
`Cc1ccc(S(=O)(=O)NC(C)C(=O)N2CCOCCOCCOCC2)cc1` (centres undefined) gave dFosB act -5, CDK5 p35 inh -0.5, V-ATPase pH 2, HTR5A ag ctr -3, Wnt bcat act 1, NSD2 inh 1, PvdQ acylase -9, MITF TRPM1 HTS -1 and HTR5A inv ctr 7.
CCc1ccc(N2CC(C(=O)Nc3cccc(C(=O)NC4CC4)c3)CC2=O)cc1 (centres undefined) was read as dFosB act -1, CDK5 p35 inh 1.2, V-ATPase pH -1, HTR5A ag ctr -3, Wnt bcat act -4, NSD2 inh 0, PvdQ acylase 6, MITF TRPM1 HTS 8, SR-BI DiI inh 12 and HTR5A inv ctr 11.
`CON(C)C(=O)CCN(Cc1ccccc1)C(=O)OC(C)(C)C` gave dFosB act -11, CDK5 p35 inh -2.4, V-ATPase pH 1, HTR5A ag ctr 1, Wnt bcat act 0, PvdQ acylase -4, MITF TRPM1 HTS -2, SR-BI DiI inh -19 and HTR5A inv ctr -6.
COc1ccc(-c2cc(CNS(=O)(=O)c3cc(OC)ccc3OC)on2)cc1 was read as dFosB act -2, CDK5 p35 inh 0.7, V-ATPase pH 1, HTR5A ag ctr 3, Wnt bcat act 0, NSD2 inh -1, PvdQ acylase 1, MITF TRPM1 HTS 5, SR-BI DiI inh -13 and HTR5A inv ctr 13.
For CCCOc1ccc(OCCCCNC(C)CC)cc1 (centres undefined) the results were dFosB act -3, CDK5 p35 inh 0.2, V-ATPase pH 5, HTR5A ag ctr 0, Wnt bcat act -7, NSD2 inh 0, PvdQ acylase -9, MITF TRPM1 HTS 11, SR-BI DiI inh -7 and HTR5A inv ctr 1.
`O=C(CCN1C(=O)c2ccccc2C1=O)N1CCN(c2ccccn2)CC1` gave dFosB act -1, CDK5 p35 inh -0.4, V-ATPase pH -7, HTR5A ag ctr 7, NSD2 inh -4, PvdQ acylase 3, MITF TRPM1 HTS -1, SR-BI DiI inh -26 and HTR5A inv ctr -13.
Cc1ccc(NN=C2c3ccccc3-c3ccccc32)cc1 was read as dFosB act 2, CDK5 p35 inh -4.5, V-ATPase pH -2, HTR5A ag ctr 6, Wnt bcat act -5, NSD2 inh 0, PvdQ acylase -21, MITF TRPM1 HTS 16, SR-BI DiI inh 30 and HTR5A inv ctr -2.
OCCOc1ccc(C2=NCCO2)cc1 was read as dFosB act 2, CDK5 p35 inh 0.0, V-ATPase pH 2, HTR5A ag ctr 4, Wnt bcat act 2, NSD2 inh -4, PvdQ acylase -5, MITF TRPM1 HTS 12, SR-BI DiI inh -15 and HTR5A inv ctr -14.
Screening Cc1c(C(=O)OCc2ccccc2)[nH]c2c1C(=O)CC(c1ccco1)C2 (centres undefined) returned dFosB act -7, CDK5 p35 inh 0.0, V-ATPase pH 2, HTR5A ag ctr 8, PvdQ acylase 0, MITF TRPM1 HTS -16, SR-BI DiI inh 84* and HTR5A inv ctr -22.
COc1ccc(S(=O)(=O)Nc2ccc(N3CCOCC3)cc2)cc1[N+](=O)[O-] was read as dFosB act 9, CDK5 p35 inh -0.8, V-ATPase pH 1, HTR5A ag ctr -2, Wnt bcat act -9, NSD2 inh -8, PvdQ acylase -5, MITF TRPM1 HTS 3, SR-BI DiI inh -6 and HTR5A inv ctr 1.
`CC(C)c1ccc(OCC(=O)NC2CCCC2)cc1` gave dFosB act -2, CDK5 p35 inh -2.6, V-ATPase pH 3, HTR5A ag ctr 4, Wnt bcat act 8, NSD2 inh 0, PvdQ acylase -14, MITF TRPM1 HTS 36, SR-BI DiI inh -2 and HTR5A inv ctr -9.
Screening CCn1c(CC(=O)Nc2ccc(F)cc2)nnc1SCC(=O)NC1CCCC1 returned dFosB act -6, CDK5 p35 inh 1.0, V-ATPase pH 4, HTR5A ag ctr 6, Wnt bcat act -1, NSD2 inh -2, PvdQ acylase 3, MITF TRPM1 HTS 7 and HTR5A inv ctr -16.
For S=c1[nH]nc(C2CCCCC2)n1/N=C/C=C/c1ccccc1 the results were dFosB act -4, CDK5 p35 inh 1.4, HTR5A ag ctr -8, NSD2 inh 18, PvdQ acylase -12, MITF TRPM1 HTS -7, SR-BI DiI inh 11 and HTR5A inv ctr 20.
`Cc1ccc(O)c(NC(=O)CSc2n[nH]c(C)c2[N+](=O)[O-])c1` gave dFosB act -5, CDK5 p35 inh -0.9, V-ATPase pH -4, HTR5A ag ctr 0, Wnt bcat act -7, NSD2 inh -2, PvdQ acylase -27, MITF TRPM1 HTS -15, SR-BI DiI inh 35 and HTR5A inv ctr 1.
For Cc1nc(NCCc2ccccc2)sc1C(=O)N(C)C the results were dFosB act 2, CDK5 p35 inh -1.8, V-ATPase pH 1, HTR5A ag ctr 9, Wnt bcat act 8, NSD2 inh 3, PvdQ acylase -11, MITF TRPM1 HTS 41 and HTR5A inv ctr -26.
For CC1(C)Cc2ccccc2C(NN=C2CCCC2)=N1 the results were dFosB act -4, CDK5 p35 inh 0.5, V-ATPase pH 4, HTR5A ag ctr -1, Wnt bcat act -1, NSD2 inh -2, PvdQ acylase 12, MITF TRPM1 HTS -8, SR-BI DiI inh 4 and HTR5A inv ctr 32.
`Cc1ccc(F)cc1NC(=O)C1C2CCC(O2)C1C(=O)O` (centres undefined) gave dFosB act -12, CDK5 p35 inh 1.2, V-ATPase pH -1, HTR5A ag ctr 1, Wnt bcat act 2, NSD2 inh -3, PvdQ acylase -6, MITF TRPM1 HTS 0, SR-BI DiI inh -24 and HTR5A inv ctr -5.
`Cc1ccc(S(=O)(=O)CC(O)CN2CCCC2=O)cc1` (centres undefined) gave dFosB act 2, CDK5 p35 inh 0.0, V-ATPase pH -3, HTR5A ag ctr 2, NSD2 inh 0, PvdQ acylase -4, SR-BI DiI inh -10 and HTR5A inv ctr -5.
For Cc1cccc(NC(=O)c2ccc(NC(=O)c3ccccc3Br)cc2)c1 the results were dFosB act inconclusive, CDK5 p35 inh -0.7, V-ATPase pH -4, HTR5A ag ctr -1, Wnt bcat act -2, NSD2 inh 1, PvdQ acylase 3, MITF TRPM1 HTS 2, SR-BI DiI inh 72* and HTR5A inv ctr 4.
`COc1ccc(NS(=O)(=O)c2ccc(C)c(C(=O)OC(C)C(=O)N3CCOCC3)c2)cc1` (centres undefined) gave dFosB act 0, CDK5 p35 inh 0.6, V-ATPase pH 2, HTR5A ag ctr 3, Wnt bcat act -6, NSD2 inh 0, PvdQ acylase -12, MITF TRPM1 HTS 1, SR-BI DiI inh -11 and HTR5A inv ctr -10.
For CN(C)CCCNc1ncnc2c1cnn2Cc1ccccc1Cl the results were dFosB act 0, CDK5 p35 inh 0.4, V-ATPase pH 7, HTR5A ag ctr 0, Wnt bcat act 3, NSD2 inh -1, PvdQ acylase 5, MITF TRPM1 HTS -11, SR-BI DiI inh 0 and HTR5A inv ctr -2.
C/C(Cl)=C\Cn1c(NCCCn2ccnc2)nc2c1c(=O)n(C)c(=O)n2C was read as dFosB act -6, CDK5 p35 inh 0.8, V-ATPase pH -5, HTR5A ag ctr 7, NSD2 inh -1, PvdQ acylase -8, MITF TRPM1 HTS 1, SR-BI DiI inh -14 and HTR5A inv ctr -18.
COc1ccc(OC)c(S(=O)(=O)Nc2cnc3ccccc3c2)c1 was read as dFosB act -6, CDK5 p35 inh 0.2, V-ATPase pH -6, HTR5A ag ctr 0, NSD2 inh 2, PvdQ acylase 4, SR-BI DiI inh -23 and HTR5A inv ctr -10.
`O=c1oc(CCCO)cc2ccc(C#Cc3ccsc3)cc12` gave dFosB act -7, CDK5 p35 inh -0.4, V-ATPase pH -2, HTR5A ag ctr 10, Wnt bcat act 46*, PvdQ acylase -4, MITF TRPM1 HTS 121*, SR-BI DiI inh 14 and HTR5A inv ctr -28.
For COc1ccc(CCN2CC(C(=O)N(C)CC(=O)Nc3ccc(F)c(F)c3F)CC2=O)cc1OC (centres undefined) the results were dFosB act -6, CDK5 p35 inh -0.7, V-ATPase pH 1, HTR5A ag ctr -1, Wnt bcat act -1, NSD2 inh 3, PvdQ acylase -14, MITF TRPM1 HTS 5, SR-BI DiI inh 26 and HTR5A inv ctr 9.
For O=C(NC(=O)N1CCCC1)c1csnn1 the results were dFosB act 3, CDK5 p35 inh 0.9, V-ATPase pH -1, HTR5A ag ctr 2, Wnt bcat act 1, NSD2 inh -1, PvdQ acylase -3, MITF TRPM1 HTS 7, SR-BI DiI inh -6 and HTR5A inv ctr 27.
`Cc1ccc(S(=O)(=O)N2CCC(C(=O)NC3CC3)CC2)cc1` gave dFosB act 9, CDK5 p35 inh 1.2, V-ATPase pH 0, HTR5A ag ctr -2, Wnt bcat act -4, NSD2 inh -4, PvdQ acylase -16, MITF TRPM1 HTS 6, SR-BI DiI inh -18 and HTR5A inv ctr 11.
CCc1ccc(NC(=S)N2CCN(c3cccc(OC)c3)CC2)cc1 was read as dFosB act 4, CDK5 p35 inh -0.2, V-ATPase pH 2, HTR5A ag ctr 3, Wnt bcat act 2, NSD2 inh -6, PvdQ acylase -1, MITF TRPM1 HTS 2, SR-BI DiI inh 22 and HTR5A inv ctr 15.
Screening O=C(O)/C=C\C(=O)Nc1ccccc1C(=O)N1CCN(c2ccc(Cl)cc2)CC1 returned dFosB act -2, CDK5 p35 inh -1.2, V-ATPase pH -4, HTR5A ag ctr 3, Wnt bcat act 0, NSD2 inh 2, PvdQ acylase -5, SR-BI DiI inh -9 and HTR5A inv ctr -14.
